Bioassay records as filed in PubChem.
15-hLO-2 inh: blocks human 15-lipoxygenase 2 activity; Potency, µM (titrated, usually from 57.1 µM), without a hit: top-dose activity change, negative = inhibition, usual class: inhibitors; O15296; AID 881; purified 15hLO-2, xylenol orange hydroperoxide absorbance; hit rate 0.56% among 110,000; further: potency means the concentration at half of the fitted maximal effect; nearly all actives have a fitted effect of over 60% in size; many of its hits are not listed in these tables
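Screening format was qHTS against 50 nM purified 15hLO-2 in Hepes pH 7.5 with detergent. Activity follows hydroperoxide formation from 45 uM arachidonic acid, measured as 573:405 nm absorbance ratio of the ferric-xylenol orange complex.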
12-hLO inh: blocks human 12-lipoxygenase activity; AID 1452; hit rate 0.12% among 150,000; P18054; purified 12-hLO, xylenol orange hydroperoxide absorbance; Potency, µM (highest dose often 57.1 µM), for inactives: top-dose activity change, negative = inhibition, usual class: inhibitors; further: potency means the concentration at half of the fitted maximal effect; nearly all actives have a fitted effect of over 55% in size; many of its hits are not listed in these tables
Target sequence (P18054 whole entry, looked up): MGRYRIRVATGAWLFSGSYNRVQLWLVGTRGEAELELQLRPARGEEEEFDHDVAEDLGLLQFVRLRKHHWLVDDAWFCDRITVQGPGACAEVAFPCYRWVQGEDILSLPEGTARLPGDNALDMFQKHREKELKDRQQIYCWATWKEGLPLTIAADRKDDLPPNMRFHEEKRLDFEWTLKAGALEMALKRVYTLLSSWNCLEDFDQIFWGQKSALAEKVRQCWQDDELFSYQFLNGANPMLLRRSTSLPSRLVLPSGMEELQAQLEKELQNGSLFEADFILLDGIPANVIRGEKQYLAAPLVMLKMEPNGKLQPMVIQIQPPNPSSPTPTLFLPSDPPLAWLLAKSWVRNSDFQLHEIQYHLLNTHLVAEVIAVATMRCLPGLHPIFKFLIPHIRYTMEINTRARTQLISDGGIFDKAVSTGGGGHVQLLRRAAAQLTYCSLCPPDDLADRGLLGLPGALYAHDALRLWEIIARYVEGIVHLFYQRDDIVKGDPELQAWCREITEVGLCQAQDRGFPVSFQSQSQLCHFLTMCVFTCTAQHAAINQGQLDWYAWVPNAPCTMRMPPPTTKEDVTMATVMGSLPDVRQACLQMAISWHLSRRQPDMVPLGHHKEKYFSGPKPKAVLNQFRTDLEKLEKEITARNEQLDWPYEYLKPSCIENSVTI
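Hydroperoxide output read as Fe(III)-xylenol orange absorbance, 573-to-405 nm ratio, after 30 min reaction with 40 uM arachidonic acid. Enzyme: 150 nM purified human 12hLO, 15 min compound preincubation; 25 mM Hepes pH 7.0, room temperature.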
IMPase cell inh: cell-permeable inhibitors of inositol monophosphatase (IMPase) | P97697 | CHO-M1 cells, IP1 accumulation, HTRF TR-FRET ratio | inhibition (IP1 accumulation), % at 46.1 µM | 120,000 tested, under 10 active; active means well fitted curve in the direction sought with a large enough effect in the signal ratio, not every such curve was filed as active; inconclusive means small, poorly fitted or top-dose-only effect, or a change in a side signal; inactive means no such curve, though single readings can be large or run the other way; the % refers to the signal ratio;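 further: cells stimulated with carbachol in lithium chloride buffer; plate controls were DMSO basal wells for no effect and reference inhibitor wells for full effect; higher means more IMPase inhibition seen as more IP1 and lower FRET ratio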
Target sequence (P97697 whole entry, looked up): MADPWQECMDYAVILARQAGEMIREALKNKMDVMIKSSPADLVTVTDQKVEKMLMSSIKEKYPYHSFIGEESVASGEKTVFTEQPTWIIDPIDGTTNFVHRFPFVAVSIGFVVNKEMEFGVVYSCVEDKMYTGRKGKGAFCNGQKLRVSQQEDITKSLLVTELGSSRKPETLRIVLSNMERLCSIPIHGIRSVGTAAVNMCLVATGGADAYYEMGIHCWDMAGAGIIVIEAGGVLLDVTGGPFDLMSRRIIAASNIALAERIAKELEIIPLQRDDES
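CHO-M1, 2000 cells/well, cultured 16–30 h; cpd up to 46 uM; carbachol (50 uM solution, stimulation buffer w/ 50 mM LiCl, pH 7.4), 30 min 37C; IP-One TR-FRET, 10 min RT; Ex 320/Em 665, 620; Hill-fit AC50.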
PNC assembly inh: inhibitors of perinucleolar compartment assembly | PC3M PTB-GFP, PNC prevalence imaging, 16 h; active compounds read low | activity change (PNC), negative = inhibition, % at 10 µM | hit rate 3.1% among 140,000 | AID 2417;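 active means readout at or below -70, meaning at least 70% loss of cells showing the perinucleolar compartment, a nuclear body marking cancer cells; inconclusive means readout between -30 and a set limit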;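 further: plate controls were DMSO wells for no effect and camptothecin positive control wells for full effect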
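Compounds are pinned in duplicate onto adhered PC3M cells stably expressing GFP-tagged PTB and incubated 16 h at 37 C. Cells are then fixed, nuclei stained with Hoechst, and PNC-positive cells counted.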
* = called active by the depositor; ? = inconclusive; / = not tested or not shown; & = joins results of further samples; [ ] = another dose, or the depositor's remark. Unless noted, the call rests on the fitted dose curve; in most records, active means well fitted curve in the direction sought with a large enough effect; inconclusive means small, poorly fitted or top-dose-only effect, or another doubt; inactive means no such curve, though single readings can be large; an effect the other way counts as inactive or inconclusive. Unless noted, on the % scale 0 is the no-effect control and ±100 the full control effect.

SMILES | 15-hLO-2 inh | 12-hLO inh | IMPase cell inh | PNC assembly inh
CCc1ccc(OCC(=O)N(C)C2CCS(=O)(=O)C2)cc1 (stereo not given) | -11% | 7% | -9 | 3
C=CCN1C(=O)C(C(C)CC)NC1=S (stereo not given) | 9% | -1% | -2 | -14
Cc1cc(C(F)(F)F)n(-c2nc(C(=O)NNS(=O)(=O)c3ccccc3)cs2)n1 | -5% | 1% | -1 | ?
O=C(O)C1Nc2c(O)cccc2C2C=CCC12 (stereo not given) | / | -21% | 6 | 9
Cc1c(C(=O)NCc2ccco2)sc2nc(-c3ccccc3)cn12 | 8% | 2% | -2 | 9
Cc1ccc(-c2cc(C(=O)NCC3CCCO3)no2)cc1 (stereo not given) | -4% | 2% | -15 | -1
CCOc1ccc2nc(/N=C/c3c(C)[nH]n(-c4ccc(C)cc4)c3=O)sc2c1 | / | -2% | / | -2
COC(=O)C1=C(C)NC2=C(C(=O)CCC2)C1c1coc2ccccc2c1=O (stereo not given) | -11% | 3% | 6 | 31
Cc1cc(C)nc(SC2=CS(=O)(=O)c3ccccc32)n1 | 1% | -2% | 27 | -16
O=C(/C=C(\c1ccccc1)n1cncn1)c1ccccc1 | / | -1% | / | -15
O=C(CNC1CCCCC1)N1CCc2ccccc2C1 | 1% | -4% | 4 | 1
CCOc1cc(C(=S)N2CCOCC2)ccc1OS(=O)(=O)c1ccc(NC(C)=O)cc1 | -7% | -2% | 8 | 27
Cc1cc(C(=O)O)c(C)n1-c1ccccc1 | -2% | 8% | 3 | 1
CCN(CC)C(=O)CN(C#N)c1nc(OC)nc(N(C)C)n1 | -2% | 3% | -2 | -82*
CN(C)c1ccc(S(=O)(=O)NCC(=O)OCC(=O)Nc2cc(Cl)cc(Cl)c2)cc1[N+](=O)[O-] | / | -4% | 1 | 10
Cc1ccc(CNc2nc3c([nH]2)c(=O)n(C)c(=O)n3C)cc1 | 29% | -4% | 8 | 1
COc1ccccc1N(CN1CCCC1=O)C(=O)COc1ccccc1 | -4% | -5% | -2 | 10
O=C(CSc1nc(-c2ccccc2)nc2c1CCCC2)N1CCOCC1 | -2% | -3% | 6 | 1
O=C(Nc1ccc2nc3n(c(=O)c2c1)CCCCC3)c1ccccc1Cl | -2% | -6% | 5 | -19
COc1ccc(C(C)=O)cc1COC(=O)c1cc(C)oc1C | -5% | -5% | -1 | 0
COc1ccc(CNC2CCCc3ccccc32)cc1OC (stereo not given) | / | 0% | / | ?
COc1ccc(OCCNC(=O)C(c2ccccc2)c2ccccc2)cc1 | / | 3% | 4 | 42
O=C(Nc1ccc(N2CCCC2)c(Cl)c1)c1cccnc1 | / | 2% | 7 | 252
COc1ccc(C)cc1-n1nnnc1SCC(=O)NC(=O)NCc1ccco1 | -12% | -8% | -9 | -81*
CCCOP(=O)(OCCC)C(NC(=O)C(C)(C)C)c1ccccc1 (stereo not given) | / | -2% | 1 | ?

Given with two lines to a compound: part of the list above.
Every second line gives: 15-hLO-2 inh	12-hLO inh	IMPase cell inh	PNC assembly inh
O=C(/C=C(\c1ccccc1)n1cncn1)c1ccccc1
→ /	-1%	/	-15
O=C(CNC1CCCCC1)N1CCc2ccccc2C1
→ 1%	-4%	4	1
CCOc1cc(C(=S)N2CCOCC2)ccc1OS(=O)(=O)c1ccc(NC(C)=O)cc1
→ -7%	-2%	8	27

Carrying on.
SMILES | 15-hLO-2 inh | 12-hLO inh | IMPase cell inh | PNC assembly inh
Cc1cccc(Oc2cnn(C(C)(C)C)c(=O)c2Cl)c1 | / | -6% | 8 | 2
COc1cccc(OC)c1OCCNCCO | 5% | -5% | -15 | ?
CCOC(=O)N1CCN(c2c(NCCCOC(C)C)c(=O)c2=O)CC1 | -3% | -3% | -2 | ?
COc1ccc(N2C(=O)C3[C@@H](C2=O)C2(Cl)C(Cl)=C(Cl)C3(Cl)C2(OC)OC)cc1 (stereo not given in full) | / | -6% | 14 | 46
Cc1ccc(Cc2cnc(NC(=O)/C(C#N)=C/c3ccc(-c4ccccc4[N+](=O)[O-])o3)s2)cc1 | 0% | -4% | 8 | -16
Cc1ccc(C)c(NC(=O)C2CC(O)CN2C(=O)OCc2ccccc2)c1 (stereo not given) | 2% | -2% | 4 | 15
COC(=O)c1ccc2c(c1)C(=O)/C(=C/c1ccc(C)cc1)O2 | / | -5% | / | 28
COc1cc(OC)nc(Oc2ccccc2C(=O)Oc2cccc(C)c2)n1 | 1% | -2% | 0 | 32
COc1cc([N+](=O)[O-])cc(/C=N/NC(=O)c2ccc(C)nc2)c1O | / | -9% | / | 49
O=C(CCCCCNc1nc(=S)[nH]c2ccccc12)N1CCN(c2ccccn2)CC1 | -21% | -12% | 8 | ?
CC(=O)N1CCC2(CCCN(C(c3ccccc3)c3ccccc3)C2)CC1 | 4% | -7% | / | /
N/C(=N\OC(=O)c1ccccc1Cl)c1ccccc1 | 1% | 1% | 12 | 79
CC(=O)C1=C(C)N(Cc2ccccc2)C(=O)N[C@H]1c1cccs1 | / | 0% | / | -9
O=C(NCc1ccc2c(c1)OCO2)c1ccc2c(=O)n(C3CCCC3)c(=O)[nH]c2c1 | 12% | -9% | 4 | -7
COCCNC(=O)CN1CCN(C(c2ccccc2)c2ccccc2)CC1 | -8% | -4% | 7 | 1
CN(C(=S)NC(=O)c1ccccc1Br)C1CCCCC1 | ? | -4% | -2 | 2
COc1cc2c(cc1OC)CC(=O)N(C)CC2 | / | -2% | / | 39
CCCc1cn(S(=O)(=O)c2ccc(OC)cc2OC)nc1N | 2% | -1% | -2 | -17
COc1ccccc1CC(=O)Nc1ccc2nc(C)sc2c1 | / | 0% | -2 | 21
COc1ccc(-c2nnn(CC(=O)N(Cc3ccco3)C(C(=O)NCC3CCCO3)c3ccco3)n2)cc1 (stereo not given) | / | 0% | / | 8
COc1cccc(C2=CC(c3ccc(C)cc3)n3ncnc3N2)c1 (stereo not given) | -4% | -7% | -10 | 5
COc1ccc(CNC(=O)CN(Cc2ccccc2)C(=O)c2csnn2)cc1 | 8% | 1% | 0 | ?
c1ccc2c[n+](CCCC[n+]3ccc4ccccc4c3)ccc2c1 | 9%[11.4 µM] | -2%[11.4 µM] | / | /
COc1cc(NC(=O)C2=C(N3CCOCC3)/C(=C\c3ccc(Cl)cc3Cl)CC2)cc(OC)c1OC | / | -3% | / | -5
Cc1ccc(S(=O)(=O)Nc2cc(C)c(O)c(S(=O)(=O)c3ccc(C)cc3)c2)cc1 | -19% | -4% | -3 | -4

PNC assembly inh: hit marks shown above
SMILES | 15-hLO-2 inh | 12-hLO inh | IMPase cell inh | PNC assembly inh
CCN(CC)C(=O)CN(C#N)c1nc(OC)nc(N(C)C)n1 | -2% | 3% | -2 | -82*
COc1ccc(C)cc1-n1nnnc1SCC(=O)NC(=O)NCc1ccco1 | -12% | -8% | -9 | -81*

More results.
SMILES | 15-hLO-2 inh | 12-hLO inh | IMPase cell inh | PNC assembly inh
O=S(=O)(NCCCc1ccccc1)c1cccc2nsnc12 | / | 1% | / | 22
O=C(NCc1cc(C(F)(F)F)cc(C(F)(F)F)c1)C12CN(Cc3ccccc3)CC1C(c1cccc([N+](=O)[O-])c1)=NO2 (stereo not given) | 8% | 0% | 0 | ?
Cc1cc(/C=N/n2cnnc2)c(C)n1-c1cccc(Cl)c1 | 5% | -5% | 1 | -6
CC1(C)CC(=O)CC(=NCC(=O)O)C1 | 3% | -1% | 5 | -26
Cc1cc(C(=O)N2CCCc3ccccc32)no1 | 3% | 0% | -2 | -12
COc1ccccc1N1CCN(C(=O)CSc2ncccc2-c2nc3ccccc3[nH]2)CC1 | 2% | -10% | 3 | 12
COc1ccc(Cn2nnnc2C(c2ccc(N(C)C)cc2)N2CCC(C)CC2)cc1 (stereo not given) | 9% | -4% | 7 | 18
CC(C)c1cc(=O)oc2c3c4c(cc12)CCCN4CCC3 | 6% | -7% | 2 | 5
CC(NC(=O)c1cccc(C(F)(F)F)c1)C1CCCO1 (stereo not given) | 11% | 4% | -3 | ?
O=C(Nc1cccc(F)c1)N1CC2(CCN(C(=O)c3cnccn3)CC2)C1 | ? | 3% | / | /
NC(C(=O)O)C1CC(Cl)=NO1 (stereo not given) | / | 1% | / | -3
CC(C)Oc1ccc(C2CC(=O)N(c3ccc(N(C)C)cc3)C2=O)cc1 (stereo not given) | / | 1% | 0 | -12
CC(C)c1onc(C(=O)N2CCCCC2C)c1[N+](=O)[O-] (stereo not given) | / | -4% | / | -12
O=C(Cc1ccc(Br)cc1)N1CCN(c2ccc(F)cc2)CC1 | 1% | -13% | -5 | 31
O=C(O)c1[nH]c2ccccc2c1CC(=O)N1CCOCC1 | -4% | -7% | 2 | ?
Cc1ccn2c(C(=O)N/N=C/c3ccc(CNC(=O)C(=O)Nc4ccc(C)c(C)c4)o3)c(C)nc2c1 | / | -1% | -5 | 1
CC(C)NC(=O)CN1CCN(c2ncccn2)CC1 | -12% | -17% | 1 | -26
CCCCn1c(SCC(=O)Nc2cc(C)on2)nc2ccccc2c1=O | -4% | 3% | -1 | ?
COc1ccc(C2(CNC(=O)c3ccc(OC)c([N+](=O)[O-])c3)CCCCC2)cc1OC | / | 1% | / | ?
OCCOCCn1c(-c2ccccc2)nc(=S)c2c1CCCC2 | -7% | -3% | 0 | -14
N#Cc1ccccc1OCC(=O)Nc1c(C(=O)C2CC2)oc2ccccc12 | / | 0% | -8 | 87
COc1ccc(NC(=O)COC(=O)/C=C/c2ccccc2[N+](=O)[O-])cc1 | / | -1% | / | -28
COc1ccc(N2C(=O)CC(NC34CC5CC(CC(C5)C3)C4)C2=O)c(OC)c1 (stereo not given) | -3% | -2% | 5 | -22
C=CCn1c(-c2ccc(OC)c(OC)c2)cs/c1=N\c1ccccn1 | / | 1% | 11 | 12
Cc1cc(Cl)c(S(=O)(=O)N2CCN(c3ccc(F)cc3)CC2)cc1OCC(=O)NC1CCCCC1 | 5% | 1% | 11 | ?

Remaining list, next part:
SMILES | 15-hLO-2 inh | 12-hLO inh | IMPase cell inh | PNC assembly inh
COc1cc(CC(=O)OCC(=O)Nc2ccc3c(c2)OCCO3)cc(OC)c1OC | / | 0% | / | ?
COCCCNCCCCOc1ccc(C)cc1[N+](=O)[O-] | / | -3% | / | -28
COCCNC(=S)N/N=C/c1ccccc1C(=O)O | -8% | -4% | -6 | 7
O=C(/C=C/c1ccccc1[N+](=O)[O-])NCC1CCCO1 (stereo not given) | / | -3% | / | 59
O=C1CN(C(=O)c2cc3ccccc3o2)c2ccccc2N1 | / | -4% | -5 | -30
O=C1CCC(C(=O)NCc2cccnc2)N1 (stereo not given) | / | 1% | -4 | -100*
CCOC(=O)C1CCN(C2CC(=O)N(c3cccc(Cl)c3)C2=O)CC1 (stereo not given) | -10% | -4% | 13 | 32
N#Cc1cnn(-c2ccccc2)c1N | -1% | 0% | 6 | 4
CCOCCCNC(=S)Nc1ccc2nc(N3CCCC3)cc(C)c2c1 | / | -3% | / | 0
O=[N+]([O-])c1ccc(N/N=C/c2c[nH]c3ccccc23)cc1 | ? | -21% | 4 | 29
Cn1cccc1C(=O)N1CCC2(CCCN(C(c3ccccc3)c3ccccc3)C2)CC1 | -5% | -7% | / | /
COCCN(C(=O)COc1ccccc1)c1nnc(-c2cccnc2)s1 | -6% | 4% | -2 | -28
CCCCCCCCNC(C)C(O)c1ccc(SC(C)C)cc1 (stereo not given) | 30%[activator] | -2%&-5% | / | -115*
Cc1cccc(OCCCC(=O)Nc2nccs2)c1 | 6% | 4% | 9 | -13
O=S(=O)(c1cccc(S(=O)(=O)N2CCC(Cc3ccccc3)CC2)c1)N1CCOCC1 | / | 0% | ? | ?
CS(=O)(=O)Nc1ccc(C(=O)N2CCCCC2)cc1 | 2% | -1% | -3 | 14
Cc1cccc(CCNS(=O)(=O)c2ccc(S(=O)(=O)N3CCCCC3)cc2)c1 | -9% | 6% | 2 | 15

An excerpt. The share of hits here may be higher or lower than overall.
